RXFP1 antag – RXFP1 (human) relaxin receptor antagonism | actives 0.59% (n = 350,000) | Q9HBX9 | activity change, negative = inhibition, % at 57.5 µM | HEK293-RXFP1, relaxin-stimulated cAMP HTRF, 30 min; active compounds read low;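 active = activity change of -60% or lower, but not beyond a set lower limit; inconclusive = change between -60% and -40%, or beyond the set limit; inactive = change above -40%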
Target sequence (Q9HBX9 whole entry, looked up): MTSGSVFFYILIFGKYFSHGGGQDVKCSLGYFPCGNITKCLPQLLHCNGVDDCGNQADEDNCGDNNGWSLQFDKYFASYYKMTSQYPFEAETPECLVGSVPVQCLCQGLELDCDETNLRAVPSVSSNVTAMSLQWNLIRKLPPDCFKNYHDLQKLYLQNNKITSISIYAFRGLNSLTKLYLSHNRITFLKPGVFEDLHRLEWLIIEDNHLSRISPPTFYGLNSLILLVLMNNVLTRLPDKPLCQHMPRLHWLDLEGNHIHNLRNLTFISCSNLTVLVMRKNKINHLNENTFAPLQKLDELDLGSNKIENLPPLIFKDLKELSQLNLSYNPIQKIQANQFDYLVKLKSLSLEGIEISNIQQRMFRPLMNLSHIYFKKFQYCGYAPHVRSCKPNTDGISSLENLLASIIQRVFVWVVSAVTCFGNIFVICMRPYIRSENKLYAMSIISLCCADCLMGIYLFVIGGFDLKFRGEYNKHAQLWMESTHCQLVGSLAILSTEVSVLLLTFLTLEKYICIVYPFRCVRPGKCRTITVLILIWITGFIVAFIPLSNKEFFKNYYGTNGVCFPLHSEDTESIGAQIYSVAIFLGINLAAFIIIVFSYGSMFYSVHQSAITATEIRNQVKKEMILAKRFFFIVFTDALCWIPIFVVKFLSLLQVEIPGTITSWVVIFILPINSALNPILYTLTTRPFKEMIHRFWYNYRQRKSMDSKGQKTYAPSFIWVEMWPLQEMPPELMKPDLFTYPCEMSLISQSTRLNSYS
* hit, by the source's call; ? = inconclusive. % is set by controls: 0 for no effect and ±100 for the full control effect. The list is partial; the hit share may differ from the screen's.

Compound: COC(=O)C1=C(C)NC(C)=C(C(=O)O[C@@H]2CCCN(Cc3ccccc3)C2)[C@@H]1c1cccc([N+](=O)[O-])c1
- RXFP1 antag: ?

Compound: CCN(CC)C(=O)C1=C(C)N(CCC2=CCCCC2)C(=O)C(CC(=O)NC2CCCC2)C1 (configuration not stated)
- RXFP1 antag: 4

Compound: Cc1ccc(NC(=O)c2ccccc2F)c(NC(=O)c2ccccc2F)c1
- RXFP1 antag: -23

Compound: CCN(C(=O)CSc1nnc(-c2ccccc2F)n1N)c1c(N)n(Cc2ccccc2)c(=O)[nH]c1=O
- RXFP1 antag: -5

Compound: COc1c2c(c3c(c1OC)c(=O)c1ccccc1n3C)OCO2
- RXFP1 antag: -7

Compound: CC(=O)Nc1cc(F)c2c(c1F)Cc1cc(F)ccc1-2
- RXFP1 antag: 2

Compound: CC(=C1SC(=S)NC1=O)c1ccccc1
- RXFP1 antag: -4

Compound: CCCCc1ccc(-c2nn[nH]n2)nc1
- RXFP1 antag: 6

Compound: NCc1ccccc1CS(=O)(=O)N1CCOCC1
- RXFP1 antag: -1

Compound: O=C(NNC(=O)C1CC=CCC1)c1cccc(Br)c1 (configuration not stated)
- RXFP1 antag: 2

Compound: O=C(CSc1nc2ccccc2c(=O)n1-c1ccc(F)cc1F)NC1CCS(=O)(=O)C1 (configuration not stated)
- RXFP1 antag: 10

Compound: CC(NC(=O)Cc1ccc(S(=O)(=O)N2CCOCC2)s1)c1ccc(Cl)cc1Cl (configuration not stated)
- RXFP1 antag: -4

Compound: Cc1nc2cc(Cc3ccccc3)ccc2o1
- RXFP1 antag: -1

Compound: O=c1cc(-c2ccccc2)ss1
- RXFP1 antag: 15

Compound: COc1ccc(NC(=O)C[C@H]2C(=O)N(Cc3ccccc3)C[C@@H]2C)cc1
- RXFP1 antag: 1

Compound: CSc1cccc(NC(=O)C2CC(=O)N(c3ccc4c(c3)OCCO4)C2)c1 (configuration not stated)
- RXFP1 antag: 4

Compound: COc1cccc(NC(=O)CN(C)C(=O)[C@@H]2CCCN2C(=O)c2cccs2)c1
- RXFP1 antag: 7

Compound: COc1ccc(CN(C)C(C)C(=O)Nc2ccc(S(=O)(=O)N3CCCCC3)cc2)c(OC)c1 (configuration not stated)
- RXFP1 antag: -24

Compound: N#C/C(=C\c1ccc(Cl)cc1)C(=O)NC1CC1
- RXFP1 antag: -14

Compound: O=C(Nc1ccc(S(=O)(=O)N2CCCC2)cc1)C1CC(=O)N(CCc2ccccc2)C1 (configuration not stated)
- RXFP1 antag: -7

Compound: O=C(NCc1ccccc1CN1CCOCC1)c1ccc(-n2cccn2)cc1
- RXFP1 antag: 5

Compound: O=C(c1cccs1)N1C[C@H](O)[C@@H](n2cc(-c3ccc(F)cc3)nn2)C[C@@H]1c1ccccc1
- RXFP1 antag: 5

Compound: CCN(C(=O)COC(=O)c1ccco1)c1cccc2ccccc12
- RXFP1 antag: 8

Compound: COc1ccc(S(=O)(=O)N2CCOCC2)cc1NC(=O)c1ccc(S(=O)(=O)N2CCCCC2)cc1
- RXFP1 antag: -1

Compound: COc1ccc([N+](=O)[O-])cc1C(=O)NC1CCN(Cc2ccccc2)CC1
- RXFP1 antag: 3

Compound: CCOC(=O)c1[nH]c(C)c(/C(C)=N\O)c1C
- RXFP1 antag: 11

Compound: COc1ccccc1NC(=O)CN1CCN(c2ccc(F)cc2)CC1
- RXFP1 antag: -5

Compound: CCOC(=O)C1(C)NC(c2ccc(OC)c(OC)c2)C2C(=O)N(c3cccc(C(C)=O)c3)C(=O)C21 (configuration not stated)
- RXFP1 antag: 5

Compound: CCCN(CC(=O)Nc1ccccc1OC)CC(=O)c1c(N)n(Cc2ccccc2)c(=O)n(C)c1=O
- RXFP1 antag: 8

Compound: CC(=O)N1CC2(CC(c3ccccc3F)=NO2)CN1c1ccc(Cl)cc1 (configuration not stated)
- RXFP1 antag: 10

Compound: CC(=O)N[C@@H](CO)C(=O)N[C@@H](CC(=O)O)C(=O)N[C@@H](CCCCN)C(=O)N1CCC[C@H]1C(=O)O
- RXFP1 antag: -10

Compound: CC1C(=O)N(Cc2cn(Cc3ccco3)nn2)CCS(=O)(=O)N1Cc1ccc(-c2cccc(N(C)C)c2)cc1 (configuration not stated)
- RXFP1 antag: 0

Compound: CC1(c2ccccc2)NC(=O)N(CC(=O)Nc2ccc(N3CCOCC3)cc2)C1=O (configuration not stated)
- RXFP1 antag: 9

Compound: CN(C)c1ccc(C=NNC(=O)c2cccc3ccccc23)c(Cl)c1
- RXFP1 antag: -8

Compound: CC1CCN(S(=O)(=O)c2ccc3c(c2)C(Cl)(Cl)C(=O)N3)CC1
- RXFP1 antag: -8

Compound: COc1cc(C(=O)Nc2cc(C)ccc2C)ccc1OCc1c(C)noc1C
- RXFP1 antag: 3

Compound: CN(Cc1ccccn1)C(=O)c1cc(COc2ccc(F)c(F)c2)on1
- RXFP1 antag: -3

Compound: CC(=O)SCC(CC(=O)c1ccc(C)cc1)C(=O)O (configuration not stated)
- RXFP1 antag: -26

Compound: COc1ccccc1CCNC(=O)CSCC(=O)Nc1ccccc1F
- RXFP1 antag: 17

Compound: O=C(c1ccoc1)N1CCN(c2cc(-c3ccncc3)nc3cc(-c4cccc(Cl)c4)nn23)CC1
- RXFP1 antag: -3

Compound: Cc1ccc(OCCC(=O)Nc2cc(S(=O)(=O)N3CCOCC3)ccc2N2CCCC2)cc1
- RXFP1 antag: 3

Compound: O=C(Nc1ccc(Br)cn1)c1cccc2ccccc12
- RXFP1 antag: -7

Compound: CCOC(=O)c1cc(-c2nnc(-c3cc(OC)c(OC)c(OC)c3)o2)c(C)nc1C
- RXFP1 antag: 7

Compound: CC1CCC(NC(=O)c2cccn2C)CC1 (configuration not stated)
- RXFP1 antag: -5

Compound: COc1ccc(C2c3cc4c(cc3OC(NNC(N)=O)C2C)OCO4)cc1 (configuration not stated)
- RXFP1 antag: -6

Compound: CCN(CC(=O)Nc1ccc(NC(C)=O)cc1)C(=O)c1ccc(Sc2nncn2C)c([N+](=O)[O-])c1
- RXFP1 antag: -5

Compound: C[C@H]1Cn2cnc(C(=O)N[C@@H](Cc3c[nH]c4ccccc34)C(=O)OC(C)(C)C)c2C(=O)N1
- RXFP1 antag: -1

Compound: Cn1c(=NC(=O)CS(=O)(=O)c2ccccc2)sc2cc(F)ccc21
- RXFP1 antag: 5

Compound: CN(CC(=O)Nc1cccc(F)c1)C(=O)C1CCC(C(=O)N(C)CC(=O)Nc2cccc(F)c2)CC1 (configuration not stated)
- RXFP1 antag: -8

Compound: Cc1cc(C(=O)N2CCN(c3ncccn3)CC2)sc1-c1ccccc1
- RXFP1 antag: -18

(next part)
structure	RXFP1 antag
CC(C)(C)C(=O)N1CCN(c2ccc([N+](=O)[O-])cc2Cl)CC1	5
Cc1cccc(-n2nnnc2SCC(=O)NC2CCCC2)c1	-16
COCC1CCN(C(=O)c2ccc3oc(C(C)C)nc3c2)C1 (configuration not stated)	1
CC(C)(CC(=O)c1ccccc1)CC(=O)c1ccccc1	-14
COc1cc2c(cc1OC)C(C)N(CCc1ccc(Cl)cc1)CC2 (configuration not stated)	-7
Cc1ccc(C2NC(=O)c3ccccc3N2)c(C)c1 (configuration not stated)	-4
CCOC(=O)C1=C(C)NC(C)=C(C(=O)OCC)C1C(=O)OCC(=O)Nc1ccc(NC(C)=O)cc1	0
CCOCCCNCC(=O)Nc1cc(S(=O)(=O)N2CCOCC2)ccc1N1CCOCC1	-9
CC(=O)c1ccc(N2CCN(C(C)C(=O)Nc3ccc4c(c3)OCCO4)CC2)cc1 (configuration not stated)	-1
CC1=C(C(=O)N2CCOCC2)CC(CC(=O)NC(c2ccccc2)c2ccccc2)C(=O)N1CCCN1CCCC1=O (configuration not stated)	-5
Cn1c(N)c(C(C[N+](=O)[O-])c2ccccc2Cl)c(=O)n(C)c1=O (configuration not stated)	-6
COc1ccc(NC(=O)C[C@H]2C(=O)N(C3CCCCC3)C[C@@H]2CSC)cc1	-2
O=C(CN1C(=O)CCC1=O)Nc1nc2c(F)cc(F)cc2s1	-9
COc1cc(OC)cc(C(=O)N[C@H](C(=O)NNC(=O)c2ccc(Br)cc2)C(C)C)c1	12
Cc1nn(CC(=O)Nc2cccc(O)c2)c(=O)c2ccccc12	0
O=C(NN=Cc1ccc2c(c1)OCO2)NN=Cc1ccc2c(c1)OCO2	?
CC(Sc1nnc(Cc2ccccc2)o1)C(=O)NC1(C#N)CCCCC1 (configuration not stated)	1
CC(C)=NNc1ncnc2nc[nH]c12	-7
CC1CCc2c(sc(NC(=O)c3noc4c3CCCC4)c2C(N)=O)C1 (configuration not stated)	11
Cc1noc(/C=C/N(C)C)c1S(=O)(=O)N1CCCC(C(=O)N2CCc3ccccc32)C1 (configuration not stated)	-1
CSc1nc(NCCN(C)C)c2sc3nc(-c4ccco4)c4c(c3c2n1)CCC4	-2
C[C@H]1CN([C@@H](C)CO)C(=O)CCCn2nncc2CO[C@@H]1CN(C)S(=O)(=O)c1cccc(F)c1	2
COc1ccc(NC(=O)CSc2ccc3c(c2)OCCO3)cc1S(N)(=O)=O	-16
C/C=C/c1ccc2c(c1)O[C@@H](CN(C)C(=O)c1ccc(F)cc1)[C@@H](C)CN([C@H](C)CO)S2(=O)=O	5
COc1ccc(Cl)cc1C(=O)NNC(=O)COC(=O)c1cccs1	-8
NC(c1ccncc1)c1ccc(Cl)cc1 (configuration not stated)	2
COc1cc2c(cc1OC)C(=NO)CCCC2	6
COc1ccc(C(=O)N/N=C/c2ccccn2)cc1	-1
COC(=O)c1cccc(Oc2nc3c(c(=O)n(C)c(=O)n3C)n2Cc2ccc(C)cc2)c1	-2
CC1(C)CSC(C)(C)C(=O)N1	-12
CN(C)c1ccc(C(=O)OCC(=O)Nc2cccc(S(=O)(=O)N3CCCC3)c2)cc1	-2
CC/C(=C(/c1ccccc1)c1ccc(OCC[N+](C)(C)C)cc1)c1ccccc1	-3
Cc1ccc(S(=O)(=O)N2CCN(C(=O)COC(=O)/C=C/c3cccc([N+](=O)[O-])c3)CC2)c(C)c1	4
O=C(COC(=O)COc1cccc(Br)c1)NCc1ccc2c(c1)OCO2	3
CN(C)CC/C=C1\c2ccc(F)cc2Sc2cc(F)c(Cl)cc21	-17
COC1OC2COC(c3ccccc3)OC2C(OC(C)=O)C1OC(C)=O (configuration not stated)	-5
Cc1ccc(S(=O)(=O)N2CCCCC2)cc1NC(=O)CN1C(=O)c2ccccc2S1(=O)=O	-1
NC(=O)c1ccc(N2CCCC2)nc1	-17
Oc1ccccc1C=NCc1ccccc1	-12
CC1=C(C(=O)N2CCOCC2)CC(CC(=O)NCc2cccs2)C(=O)N1Cc1ccc(C(C)(C)C)cc1 (configuration not stated)	-7
COc1ccc(C(=O)NCC2CCCN2S(=O)(=O)c2ccccc2)cc1OC (configuration not stated)	4
COc1ccc(OC(=O)N(C)C[C@@H]2OCc3cn(nn3)CCCC(=O)N([C@@H](C)CO)C[C@H]2C)cc1	8
O=C(COC(=O)Cc1ccc([N+](=O)[O-])cc1)NC1CCCCCC1	-4
COc1ccc(NC(=O)N(C)[C@H]2C[C@H]3c4[nH]c5ccccc5c4CCN3C(=O)[C@H]2[C@H](C)O)cc1	1
COc1cc(CN2CC(C)OC(C)C2)cc(OC)c1 (configuration not stated)	-4
CCCn1c(SCC(=O)N(CC)c2c(N)n(Cc3ccccc3)c(=O)[nH]c2=O)nnc1-c1ccncc1	-6
O=[N+]([O-])c1ccc(COP(=O)(O)OCc2ccc([N+](=O)[O-])cc2)cc1	4
CCc1ccccc1-n1ncc(C(=O)Nc2ccc(OC)cc2)c1C	-17
CCOC(=O)c1cnc2c(cnn2CC)c1NN=C(C)C	-18
c1cncc(C2SCCCS2)c1	4

New compounds follow.
structure	RXFP1 antag
COc1ccc(N=C2c3ccccc3-c3ccc([N+](=O)[O-])cc32)cc1	0
O=C(CN(C1CCCCC1)S(=O)(=O)c1ccc(F)cc1)NCC1CCCO1 (configuration not stated)	-18
O=C(CN1c2cccc3cccc(c23)S1(=O)=O)Nc1ccc(F)c(F)c1F	-1
Cc1noc(C)c1S(=O)(=O)N(C)C[C@H]1OCc2cnnn2CCCC(=O)N([C@@H](C)CO)C[C@H]1C	13
COc1cccc2c1C(CCCC(=O)O)CCC2 (configuration not stated)	-16
O=C(NC1CCCCCCC1)c1c(Cl)cccc1Cl	4
CCOc1cc(N2CCOCC2)c(OCC)cc1NS(=O)(=O)c1ccc2c(c1)CC(=O)N2	0
COc1ccc(C(C)=O)cc1COC(=O)CCC(=O)c1cccs1	-2
CC1=C(C(=O)N2CCOCC2)CC(CC(=O)NCCCN(C)C)C(=O)N1CCC1=CCCCC1 (configuration not stated)	8
Cc1ccc(NC(=O)COC(=O)Cn2c(C)csc2=O)cc1S(=O)(=O)N1CCOCC1	2
Cc1ccc(NC(=O)C(C)OC(=O)COc2cccc(C(F)(F)F)c2)cc1S(=O)(=O)N1CCOCC1 (configuration not stated)	2
O=C(COC(=O)c1cnccn1)Nc1cccc(F)c1	-1

Compounds listed so far with a Cl atom:
structure	RXFP1 antag
CC(NC(=O)Cc1ccc(S(=O)(=O)N2CCOCC2)s1)c1ccc(Cl)cc1Cl (configuration not stated)	-4
N#C/C(=C\c1ccc(Cl)cc1)C(=O)NC1CC1	-14
CC(=O)N1CC2(CC(c3ccccc3F)=NO2)CN1c1ccc(Cl)cc1 (configuration not stated)	10
CN(C)c1ccc(C=NNC(=O)c2cccc3ccccc23)c(Cl)c1	-8
CC1CCN(S(=O)(=O)c2ccc3c(c2)C(Cl)(Cl)C(=O)N3)CC1	-8
O=C(c1ccoc1)N1CCN(c2cc(-c3ccncc3)nc3cc(-c4cccc(Cl)c4)nn23)CC1	-3
CC(C)(C)C(=O)N1CCN(c2ccc([N+](=O)[O-])cc2Cl)CC1	5
COc1cc2c(cc1OC)C(C)N(CCc1ccc(Cl)cc1)CC2 (configuration not stated)	-7
Cn1c(N)c(C(C[N+](=O)[O-])c2ccccc2Cl)c(=O)n(C)c1=O (configuration not stated)	-6
COc1ccc(Cl)cc1C(=O)NNC(=O)COC(=O)c1cccs1	-8
NC(c1ccncc1)c1ccc(Cl)cc1 (configuration not stated)	2
CN(C)CC/C=C1\c2ccc(F)cc2Sc2cc(F)c(Cl)cc21	-17
O=C(NC1CCCCCCC1)c1c(Cl)cccc1Cl	4

Screening results from PubChem.
